# Compound activity as filed in PubChem BioAssay.
# p97 ATPase inh = human p97 ATPase inhibition; P55072; hit rate 0.42% among 220,000; recombinant p97 ATPase, Kinase-Glo ATP luminescence, 3 h; inhibition, % at 8 µM; in the data active = inhibition above about 15%;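 also: 0% = DMSO vehicle and 100% = wells lacking enzyme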
# m-calpain inh = inhibitors of pig calpain II. purified calpain II, fluorogenic peptide substrate, 30 min. inhibition, % at 16 µM. hit rate 0.37% among 220,000. AID 1236;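 active = inhibition above about 50%, limit read from the data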
# Runt-SMMHC FRET = Runt domain-CBFb-SMMHC interaction inhibition; Cerulean-Runt/Venus-CBFb-SMMHC FRET ratio 530/480, 1 h; inhibition, % at 20 µM; hit rate 0.74% among 220,000;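 active = mean inhibition across duplicate retests at 20 µM reaching about 50%, limit read from the data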;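 also: 0% = DMSO wells and 100% = wells with excess untagged CBFb-SMMHC; inhibitors lower the FRET ratio by blocking Runt binding to CBFb-SMMHC; some results filed as inactive read as strong as hits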
# Runt-CBFb FRET = inhibitors of human RUNX1 Runt domain binding to CBFb; Q01196+Q13951; Cerulean-Runt/Venus-CBFb FRET ratio 530/480, 1 h; inhibition, % at 20 µM; hit rate 0.46% among 220,000; AID 1496;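 active = inhibition over about 50% at 20 µM in the single-dose screen, limit read from the data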;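 also: 0% = DMSO wells and 100% = excess unlabeled CBFb competitor control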
#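 Reagent – Venus-CBFb binding partner, 100 nM · Assay system – Cerulean-tagged RUNX1 Runt domain (FRET donor) fusion protein · Input – 100 nM per protein · Incubation – two 1 h room-temperature incubations shielded from light · Measured by – FRET fluorescence · Medium – Tris buffer pH 7.5 with salts and BSA · Benchmarks – unlabeled CBFb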
# EBV gp42 block = blocks Epstein-Barr virus glycoprotein 42 binding; Q1HVG2; Fluorescence polarization binding assay, mP read-out; inhibition, % (tested at 21.74 µM); hit rate 0.42% among 220,000; AID 1085; in the data active = inhibition above about 50%
# Target sequence (Q1HVG2 whole entry, looked up): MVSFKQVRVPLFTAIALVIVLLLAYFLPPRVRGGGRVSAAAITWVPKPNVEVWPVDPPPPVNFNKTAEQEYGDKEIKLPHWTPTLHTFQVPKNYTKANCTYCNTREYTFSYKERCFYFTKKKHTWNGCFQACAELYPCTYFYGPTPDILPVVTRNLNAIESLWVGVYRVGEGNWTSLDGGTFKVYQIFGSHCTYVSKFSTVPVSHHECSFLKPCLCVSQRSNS
# p47phox inh = p47phox (human) inhibition. inhibition, % at 24.7 µM. AID 1274. hit rate 0.53% among 220,000. p47phox/p22phox peptide binding, fluorescence polarization, 2 h;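 active = inhibition above about 30%, limit read from the data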;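 also: 0% = p47phox with labelled peptide and 100% = labelled peptide alone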
# RBBP9 inh = blocks human serine hydrolase RBBP9; O75884; recombinant RBBP9, FP-Rh probe fluorescence polarization; inhibition, % at 7.94 µM; hit rate 0.2% among 220,000;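 active = inhibition above the campaign mean of all tested compounds plus 3 SD, cut at about 14% in these data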;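 also: plate controls were DMSO wells with RBBP9 for no effect and wells lacking RBBP9 protein for full effect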
#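 Measured by: FP readout at 525/598 nm; material: recombinant human RBBP9; also added: Serine-hydrolase probe FP-Rh, 375 nM pre-mixing; medium: Tris buffer pH 8.0, NaCl, Pluronic; replication: one well per compound; doses: one concentration, 7.94 µM nominal, 0.794% DMSO; timing: preincubation 30 min plus labeling 45 min at 25 °C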
# TbHK1 inh = T. brucei hexokinase 1 inhibition; hit rate 0.11% among 220,000; AID 1430; recombinant TbHK1, G6PDH-coupled NADH A340; inhibition, % at 10 µM;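 active = inhibition of 50% or more in the single-dose primary screen; inactive = inhibition below 50%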
# Furin inhibitor = blocks human furin protease activity; P09958; purified furin, fluorogenic substrate cleavage; inhibition, % at 30 µM; hit rate 0.061% among 220,000; AID 463115; in the data active = inhibition above about 25%; also: inactives centre near -15
# Target sequence (P09958 108-714 limits assumed): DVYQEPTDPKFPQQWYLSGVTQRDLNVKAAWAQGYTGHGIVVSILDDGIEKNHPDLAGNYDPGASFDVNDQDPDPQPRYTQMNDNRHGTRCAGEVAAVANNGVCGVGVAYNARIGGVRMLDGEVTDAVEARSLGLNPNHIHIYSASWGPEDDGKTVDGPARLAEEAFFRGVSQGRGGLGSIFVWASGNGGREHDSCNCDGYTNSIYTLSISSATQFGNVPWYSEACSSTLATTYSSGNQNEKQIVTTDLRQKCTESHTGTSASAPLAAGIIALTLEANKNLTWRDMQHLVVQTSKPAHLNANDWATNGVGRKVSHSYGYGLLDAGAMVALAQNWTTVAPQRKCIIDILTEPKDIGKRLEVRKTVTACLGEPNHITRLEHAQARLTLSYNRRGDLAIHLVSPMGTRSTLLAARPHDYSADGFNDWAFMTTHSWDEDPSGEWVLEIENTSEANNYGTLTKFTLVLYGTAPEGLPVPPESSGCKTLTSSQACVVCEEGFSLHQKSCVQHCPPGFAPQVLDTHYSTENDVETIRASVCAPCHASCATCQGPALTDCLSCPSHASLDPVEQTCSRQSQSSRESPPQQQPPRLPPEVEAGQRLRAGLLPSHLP
# Numbers without * were called inactive; i = inactive; nt = not tested or not shown; [ ] = remark or other dose.
SMILES,p97 ATPase inh,m-calpain inh,Runt-SMMHC FRET,Runt-CBFb FRET,EBV gp42 block,p47phox inh,RBBP9 inh,TbHK1 inh,Furin inhibitor
Cc1ccc2nc3c(cc(C(=O)NCc4ccco4)c(=N)n3Cc3ccco3)c(=O)n2c1,3,-116,nt,nt,-7,16,-3,-11,-14
CN(C)CCCNc1nc(-c2ccccc2)c2c(c1C#N)CC(C)(C)OC2,6,-89,-2,1,-20,-9,-2,-18,-26
O=C(NCc1ccc2c(c1)OCO2)c1ccc(Cl)s1,-1,-14,-5,2,-8,-3,-7,-1,-23
COc1cc(NC(=O)c2cccs2)ccc1NC(=O)c1ccccc1Cl,7,5,4,0,-19,-2,1,-7,-26
Oc1ccc(-c2n[nH]c(C(F)(F)F)c2-c2ccccc2)c(O)c1,6,15,-2,-2,6,-12,-1,0,-13
O=[N+]([O-])c1ccc(Oc2ccc(/C=N/O)cc2)nc1,0,10,-4,2,2,-6,-4,3,-7
CC(C)=NNC(=O)CN1C(=O)NC2NC(=O)NC21 (centres undefined),4,-13,-3,0,-2,-24,-5,2,-19
CC(C)C(NC(=O)c1ccco1)C(=O)OCc1cc([N+](=O)[O-])cc2c1OCOC2 (centres undefined),0,16,0,-2,-12,-11,-2,-7,-4
O=C(c1cc([N+](=O)[O-])cc([N+](=O)[O-])c1)N1CCOCC1,3,3,1,0,-5,-6,-7,-5,-4
NC(=O)CSc1nnc(Cc2csc(Nc3ccccc3)n2)n1Cc1ccccc1,-7,-41,5,4,-2,-4,2,21,-7
S=C(Nc1ccc(Oc2ccccc2)cc1)NC1CCCCC1,-2,17,-2,0,6,-3,-1,2,-10[20 µM]
COc1cc(C(=O)N/N=C/c2cc([N+](=O)[O-])cs2)cc(OC)c1OC,-6,26,-2,-2,-13,-17,-9,-30,-6
O=C(COC(=O)c1ccc(NS(=O)(=O)c2ccc3c(c2)OCCO3)cc1)NC1CC1,5,-16,2,0,0,-10,1,-10,-10[20 µM]
CC(NS(=O)(=O)c1ccccc1)C(=O)Nc1nccs1 (centres undefined),4,-16,nt,nt,-12,-11,-8,3,-23
O[C@H]1COC2C1OC[C@@H]2O (some centres undefined),4,-8,-2,3,-3,-3,3,1,-6
CCOC(=O)C(CCCCP(=O)(c1ccccc1)c1ccccc1)(NC(C)=O)C(=O)OCC,0,-9,-1,4,-19,-15,0,-8,-10
Cc1ccc(N(CC(=O)Nc2c(C)n(C)n(-c3ccccc3)c2=O)S(C)(=O)=O)c(C)c1,-1,1,6,3,11,-12,-3,0,-18
Cc1ccnc(SCCn2c(N3CCN(Cc4ccccc4)CC3)nc3c2c(=O)[nH]c(=O)n3C)n1,-5,13,0,0,-9,4,-5,-5,-6
C=CCON1C(=O)C(=O)N(OCC=C)[C@H]2CCCC[C@H]21,6,1,2,1,0,-3,-15,-2,-8
CC[N+](C)(CC)CCC/C(=N/O)C(O)(c1ccccc1)c1ccccc1,4,4,4,-9,-51,-9,3,-10,-15

# Four entries drawn at random from the list so far, as already listed:
SMILES,p97 ATPase inh,m-calpain inh,Runt-SMMHC FRET,Runt-CBFb FRET,EBV gp42 block,p47phox inh,RBBP9 inh,TbHK1 inh,Furin inhibitor
CC(C)=NNC(=O)CN1C(=O)NC2NC(=O)NC21 (centres undefined),4,-13,-3,0,-2,-24,-5,2,-19
Oc1ccc(-c2n[nH]c(C(F)(F)F)c2-c2ccccc2)c(O)c1,6,15,-2,-2,6,-12,-1,0,-13
Cc1ccc(N(CC(=O)Nc2c(C)n(C)n(-c3ccccc3)c2=O)S(C)(=O)=O)c(C)c1,-1,1,6,3,11,-12,-3,0,-18
NC(=O)CSc1nnc(Cc2csc(Nc3ccccc3)n2)n1Cc1ccccc1,-7,-41,5,4,-2,-4,2,21,-7

# Following part
SMILES,p97 ATPase inh,m-calpain inh,Runt-SMMHC FRET,Runt-CBFb FRET,EBV gp42 block,p47phox inh,RBBP9 inh,TbHK1 inh,Furin inhibitor
COc1cc2c(=O)n(CC3CCCO3)c(=O)n(CC(=O)Nc3cccc(Cl)c3)c2cc1OC (centres undefined),2,-20,2,-1,-8,-1,0,-19,-8[20 µM]
COc1cc(C(=O)NCc2ccco2)c(Br)c(OC)c1OC,5,-2,0,0,-18,-22,-9,4,-13
CC(C)(C)NC(=O)c1ccccc1NC(=O)c1ccc2c(c1)OCO2,-4,21,0,2,1,5,-4,38,-13
CCCn1nc(C(=O)Nc2cccc(C(=O)OC)c2)c2ccccc2c1=O,2,-10,-5,-6,-19,-17,2,-3,-14
O=C(c1ccc(C(F)(F)F)cc1)c1c[nH]c(C(=O)NCCCn2ccnc2)c1,1,-24,-4,-2,-9,7,-4,1,-7[20 µM]
O=C(NCCc1c[nH]c2ccccc12)Nc1cccc2ccccc12,3,14,0,2,1,-9,2,1,-1[20 µM]
Cc1ccc(Nc2cc(C)c3c(O)cccc3n2)cc1C,11,-15,-3,4,10,-10,-2,-13,-2
Cc1ccccc1NC(=O)C(=O)NCCc1ccccc1,3,-7,-2,-1,-15,-5,-4,33,-3
OC(COCc1cccs1)CN1CCN(c2cccc(C(F)(F)F)c2)CC1 (centres undefined),0,13,-1,-3,-26,-7,3,-3,-3
COC(=O)c1nnn(-c2nonc2N)c1CSc1ccc(Cl)cc1,-4,6,-2,0,-19,0,8,6,-22
Cc1ccc(N2CC(C(=O)Nc3ccc(N(C)C)cc3)CC2=O)cc1C (centres undefined),-2,4,nt,nt,-25,0,-8,-6,-15
CCOC(=O)c1ccc(N2C(=O)CC(N3CCC(C(=O)OCC)CC3)C2=O)cc1 (centres undefined),1,1,3,0,-6,-9,-2,3,-11
COCCCNC(=O)c1ccc2c3c(onc13)-c1ccccc1C2=O,2,7,-404,-4,184*,-44,2,-22,-5
CCC(=O)NC(c1cccc([N+](=O)[O-])c1)c1c(OC(C)=O)ccc2ccccc12 (centres undefined),-1,-2,-3,-1,-19,4,-4,4,-13[20 µM]
O=C(CC1C(=O)NCCN1CC1CCCCC1)NCc1ccc(F)cc1 (centres undefined),-3,-29,1,-1,2,7,-4,-5,-24
COCCN(CCOC)S(=O)(=O)c1ccc(C(=O)Nc2nc(C)c(C(C)=O)s2)cc1,4,-26,1,-3,-15,2,-9,-19,-8
Cc1ccc(-c2csc3nc4c5ccccc5c(NCCCN(C)C)nn4c(=O)c23)cc1,-4,i,-5,-7,-6,14,-13,20,-42
O=C(NCCc1ccccc1)Nc1ccc2c(c1)OCO2,1,15,-1,3,-9,1,-10,-2,-21
O=C(Cc1coc(-c2ccc(F)cc2)n1)Nc1ccccc1,-7,1,-5,0,-6,1,-10,7,-8
O=C1C2C3C=CC(C3)C2C(=O)N1CC1CCCO1 (centres undefined),-1,0,-2,0,-6,3,0,2,-24[20 µM]

# Records above marked active in EBV gp42 block:
SMILES,p97 ATPase inh,m-calpain inh,Runt-SMMHC FRET,Runt-CBFb FRET,EBV gp42 block,p47phox inh,RBBP9 inh,TbHK1 inh,Furin inhibitor
COCCCNC(=O)c1ccc2c3c(onc13)-c1ccccc1C2=O,2,7,-404,-4,184*,-44,2,-22,-5

# (further entries)
SMILES,p97 ATPase inh,m-calpain inh,Runt-SMMHC FRET,Runt-CBFb FRET,EBV gp42 block,p47phox inh,RBBP9 inh,TbHK1 inh,Furin inhibitor
c1ccc(C2[C@H]3CN(CC4CCCCC4)[C@H](c4ccccc4)C34CC2(c2ccccc2)C4)cc1 (some centres undefined),nt,-27,0,2,-30,-72,nt,2,1
CCOC(=O)C(C(=O)Nc1nc2ccccc2s1)C1CCCCC1 (centres undefined),1,-5,6,-3,-17,-14,1,3,-17[20 µM]
O=C(CC1Oc2ccccc2NC1=O)NCc1ccccc1 (centres undefined),7,-43,-2,2,-8,1,-3,2,-32
Cc1nn(C)c(C(=O)NCc2ccc(Cl)cc2)c1Cl,0,-6,-49,-1,0,-1,-6,-3,-13
COc1ccc(C(=O)N/C(=C\c2ccccc2)C(=O)NC(CC(C)C)C(=O)O)cc1 (centres undefined),5,-24,8,6,-18,4,-3,0,-33
CC(C)c1cccc(C(C)C)c1NC(=O)COC(=O)C1=COCCO1,2,12,1,-2,9,-9,-5,-1,-19
C=CCOc1ccc(/C=C2\N=C(C)OC2=O)cc1OC,6,-9,-3,1,-13,-6,0,-28,-3
COc1cc(NC(=O)c2ccccn2)cc(OC)c1OC,-1,-7,3,-1,5,6,-3,-10,-11
C#CCNc1nc(C(C)C)nc2c1nnn2Cc1ccccc1F,-10,11,-1,-3,-2,0,-8,5,-2
CCc1nc(SCC(=O)NCc2ccccc2)c2c(=O)n(C)c(=O)n(C)c2n1,10,2,1,0,-18,-5,-3,-3,-27
COC(=O)CN1C(=O)C2(OCCCO2)c2cc(Br)ccc21,1,-2,1,0,-9,-10,-8,2,-10
COc1ccccc1NC(=O)CSc1nc(O)cc(=O)n1-c1ccccc1OC,0,-50,-10,2,-1,-23,-13,2,-16
CCCn1c(CN2CCCCC2C)nc2c1c(=O)n(C)c(=O)n2C (centres undefined),1,-7,1,2,-15,-6,-4,7,-20
Cc1cc2cc(CCNC(=O)c3ccc(S(=O)(=O)N4CCOCC4)cc3)c(=O)[nH]c2cc1C,2,-53,-6,-9,-9,2,-5,-10,-11
CCOC(=O)C1=C(C)NC(=O)NC1c1ccc(Br)o1 (centres undefined),2,-3,-4,-3,9,0,-2,34,-4
CCOC(=O)C1=C(C)NC(=O)NC1c1ccc(NC(C)=O)cc1 (centres undefined),2,-16,0,-1,-8,7,3,-1,-20

# Given with two lines to a compound: part of the list above.
# Values run as follows: p97 ATPase inh | m-calpain inh | Runt-SMMHC FRET | Runt-CBFb FRET | EBV gp42 block | p47phox inh | RBBP9 inh | TbHK1 inh | Furin inhibitor
- c1ccc(C2[C@H]3CN(CC4CCCCC4)[C@H](c4ccccc4)C34CC2(c2ccccc2)C4)cc1 (some centres undefined)
 : nt | -27 | 0 | 2 | -30 | -72 | nt | 2 | 1
- COC(=O)CN1C(=O)C2(OCCCO2)c2cc(Br)ccc21
 : 1 | -2 | 1 | 0 | -9 | -10 | -8 | 2 | -10
